Pin1 inh: qHTS Assay to Find Inhibitors of Pin1. Peptidyl-prolyl cis-trans isomerase NIMA-interacting 1 (Homo sapiens), Q13526. Pin1 FP peptide displacement, HiFluor488, 10 min. Potency, µM (top dose mostly 115 µM), for inactives: at the highest dose activity, negative = inhibition, most hits filed as inhibitors. hit rate 0.009% among 390,000. AID 504891, 2011; active means well fitted inhibition curve with a large enough effect in the polarisation, with a control signal flat, not every such curve was filed as active; inconclusive means small, poorly fitted or top-dose-only effect, or effect the other way, or a change in a side signal; inactive means no such curve, though single readings can be large or run the other way; the % refers to the polarisation; further: potency means the concentration at half of the fitted maximal effect; on the % scale 0 is the no-effect control and ±100 the full control effect
Target sequence (Q13526 whole entry, looked up): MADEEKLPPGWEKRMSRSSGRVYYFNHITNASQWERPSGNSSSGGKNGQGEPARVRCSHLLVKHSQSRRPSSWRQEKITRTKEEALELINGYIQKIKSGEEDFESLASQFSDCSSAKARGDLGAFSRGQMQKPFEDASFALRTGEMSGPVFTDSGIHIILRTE
JMJD2A Tudor: qHTS Assay for Inhibitors of JMJD2A-Tudor Domain | AlphaScreen JMJD2A-Tudor / H3K4me3 peptide binding | hit rate 4.4% among 390,000 | Lysine-specific demethylase 4A (Homo sapiens), O75164 | Potency, µM (series often up to 114 µM), inactives show top-dose activity change, negative = inhibition, usual class: inhibitors; further: potency means the concentration at half of the fitted maximal effect; on the % scale 0 is the no-effect control and ±100 the full control effect; nearly all actives have a fitted effect of over 50% in size
PGK inhibitor: qHTS Assay to Find Inhibitors of Phosphoglycerate Kinase; Potency, µM (doses to about 57.5 µM), inactives show top-dose activity change, negative = inhibition, most hits filed as inhibitors; Phosphoglycerate kinase, glycosomal (Trypanosoma brucei brucei), P07378; PGK/GAPDH coupled, Kinase-Glo luminescence, 60 min; AID 602233, 2012; hit rate 0.043% among 380,000; further: potency means the concentration at half of the fitted maximal effect; on the % scale 0 is the no-effect control and ±100 the full control effect; nearly all actives have a fitted effect of over 60% in size
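Recombinant glycosomal PGK reaction used 1,3-bisphosphoglycerate generated in-well by GAPDH (100nM final) in 100mM TEA pH 7.6, 5mM MgCl2, 0.01% Tween-20. After 60 minutes at room temperature, ATP was read by Kinase-Glo Plus luminescence end-point.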
PI4K2A inh: qHTS for small molecular inhibitors of PI4K2A. Phosphatidylinositol 4-kinase type 2-alpha (Homo sapiens), Q9BTU6. purified PI4K2A, ADP-Glo luminescence, 1 h; stronger effect = lower value. activity change, negative = inhibition, % at 76.9 µM. hit rate 0.13% among 420,000. AID 1346378, 2018; in the data active means activity change below about -50%; inconclusive means mostly about -30% to -49%;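 further: -100% = wells without enzyme as full effect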
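Compounds are screened against recombinant PI4K2A using PI as substrate and ATP, the latter dispensed at 300 microM. Reactions run one hour at ambient temperature before ADP-Glo detection; full inhibition defined by wells lacking enzyme.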
ERG Ets-DNA blk: qHTS for Small Molecule Inhibitors of the ERG Ets/DNA interaction; Potency, µM (top dose mostly 76.9 µM), without a hit: at the top dose FP activity, negative = inhibition, actives largely listed as inhibitors; AID 624246, 2012; fluorescence polarization, His-ERG Ets domain / labelled DNA; hit rate 0.028% among 370,000; Transcriptional regulator ERG (Homo sapiens), P11308; active means well fitted inhibition curve with a large enough effect in the polarisation, with a control signal flat; inconclusive means small, poorly fitted or top-dose-only effect, or effect the other way, or a change in a side signal; inactive means no such curve, though single readings can be large or run the other way; the % refers to the polarisation;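 further: polarization taken with two DNA probes labelled with fluorescein and Texas red; potency means the concentration at half of the fitted maximal effect; % of control where 0% means no effect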
Target sequence (P11308 whole entry, looked up, the tested form may be a part): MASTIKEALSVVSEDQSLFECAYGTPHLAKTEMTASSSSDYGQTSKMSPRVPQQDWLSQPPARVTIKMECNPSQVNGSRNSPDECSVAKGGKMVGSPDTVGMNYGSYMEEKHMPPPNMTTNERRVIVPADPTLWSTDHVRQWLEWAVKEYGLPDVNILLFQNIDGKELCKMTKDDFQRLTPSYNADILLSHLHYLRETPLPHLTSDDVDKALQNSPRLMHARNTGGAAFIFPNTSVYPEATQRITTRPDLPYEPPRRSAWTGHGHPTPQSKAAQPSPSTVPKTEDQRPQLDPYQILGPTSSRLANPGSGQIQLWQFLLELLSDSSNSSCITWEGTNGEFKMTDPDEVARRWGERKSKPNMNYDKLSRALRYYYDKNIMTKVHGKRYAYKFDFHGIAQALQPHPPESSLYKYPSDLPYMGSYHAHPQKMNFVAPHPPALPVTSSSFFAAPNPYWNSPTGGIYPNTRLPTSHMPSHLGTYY
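His-tagged ERG Ets domain (1 uM in the protein solution; 300mM KCl, 50mM Tris-HCl, 1mM EDTA, 1mM DTT, pH 7.5) received compound, then a probe mix of 5 nM fluorescein-DNA and 100nM Texas-615-DNA. Fluorescence polarization was read for both dyes.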
GLS inhibitor: qHTS for Inhibitors of Glutaminase (GLS); Glutaminase kidney isoform, mitochondrial (Homo sapiens), O94925; GLS enzymatic activity, qHTS titration; Potency, µM (series often up to 45.5 µM), for the others: top-dose activity change, negative = inhibition, usual class: inhibitors; hit rate 0.21% among 410,000; further: potency means the concentration at half of the fitted maximal effect; on the % scale 0 is the no-effect control and ±100 the full control effect
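Glutamate formation by hKGA was monitored fluorometrically using coupled glutamate oxidase, HRP and Amplex Red. Substrate was added as 1 mM L-glutamine solution; incubation was 30 min at RT after an initial read.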
HP1b chromo inh: HTS for Inhibitors of HP1-beta Chromodomain Interactions with Methylated Histone Tails; AlphaScreen HP1-beta / biotin-H3K9me3 peptide binding; Potency, µM (top dose mostly 114 µM), inactives show at the top dose activity change, negative = inhibition, actives largely listed as inhibitors; hit rate 0.56% among 390,000; AID 540317, 2011; further: potency means the concentration at half of the fitted maximal effect; nearly all actives have a fitted effect of over 70% in size; inactives centre near 23
Target sequence (P83916 whole entry, looked up): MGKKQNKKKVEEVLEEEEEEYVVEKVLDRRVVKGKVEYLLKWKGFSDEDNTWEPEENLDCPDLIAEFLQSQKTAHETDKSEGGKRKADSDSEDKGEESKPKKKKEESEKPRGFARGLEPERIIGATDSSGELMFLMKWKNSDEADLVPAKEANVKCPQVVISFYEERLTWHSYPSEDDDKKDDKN
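AlphaScreen: HP1-beta (50 nM) preformed 30 min with biotin-H3(1-18)K9me3 peptide (50 nM) in PBS pH 7.4, 0.01% Tween-20. Compound added for 30 min at RT, then streptavidin donor/nickel chelate acceptor beads (10 ug/mL) for 30 min.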
G9a block: qHTS Assay for Inhibitors of Histone Lysine Methyltransferase G9a. Histone-lysine N-methyltransferase EHMT2 (Homo sapiens), Q96KQ7. G9a H3K9 monomethylation, AlphaScreen, 2 h. Potency, µM (top dose mostly 102 µM), inactives show top-dose activity, negative = inhibition, most hits filed as inhibitors. hit rate 8.8% among 350,000; further: potency means the concentration at half of the fitted maximal effect; on the % scale 0 is the no-effect control and ±100 the full control effect; nearly all actives have a fitted effect of over 75% in size
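G9a (20 nM) preincubated 15 min RT with compounds, then 500 nM biotinylated H3K9 peptide and 20 uM SAM added; 2 h RT reaction. Monomethyl-H3K9 product detected by AlphaScreen with anti-H3K9me1 antibody, streptavidin donor and anti-rabbit IgG acceptor beads.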
BAZ2B block: qHTS Assay for Inhibitors of BAZ2B; Bromodomain adjacent to zinc finger domain protein 2B (Homo sapiens), Q9UIF8; AlphaScreen BAZ2B-H3K14Ac peptide displacement; Potency, µM (top dose mostly 114 µM), without a hit: at the top dose activity change, negative = inhibition, hits mostly inhibitors; hit rate 4.4% among 360,000; AID 504333, 2011; further: potency means the concentration at half of the fitted maximal effect; on the % scale 0 is the no-effect control and ±100 the full control effect; nearly all actives have a fitted effect of over 60% in size
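Complex of BAZ2B and biotin-H3K14Ac (50 nM apiece) forms over 30 min at RT, then faces library compounds up to 110 uM for another 30 min; AlphaScreen beads added, 20 min dark incubation, luminescence read.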
An asterisk follows results filed as active; i = inactive; u = inconclusive; x = no result given; & = joins results of further samples; [ ] = remark or other dose. Unless noted, the call rests on the fitted dose curve; in most records, active means well fitted curve in the direction sought with a large enough effect; inconclusive means small, poorly fitted or top-dose-only effect, or another doubt; inactive means no such curve, though single readings can be large; an effect the other way counts as inactive or inconclusive.

Each structure is followed by: Pin1 inh	JMJD2A Tudor	PGK inhibitor	PI4K2A inh	ERG Ets-DNA blk	GLS inhibitor	HP1b chromo inh	G9a block	BAZ2B block
- O=C1c2ccccc2C2(c3ccccc3)N1CCN2C(=O)C(Cl)(Cl)Cl (stereo not drawn)
    -4%	-29%	-6%	3	5%	-1%	-15%	-13%	-25%
- Cc1cc(C)n2nc(SCc3nc4ccccc4[nH]3)nc2n1
    0%	-5%	-4%	-5	6%	1%	51%[activator]	-41%[59 µM]	7%
- Cc1cc(C)cc(C(=O)NC(=S)Nc2ccc(Cc3ccncc3)cc2)c1
    22%	u	-4%	3	1%	15%	u	22µM*	u
- COc1ccc(CNC(=O)c2csc(Cc3ccc(OC)cc3)n2)cc1
    -2%	16%	-9%	1	-15%	3%	30%	17%	7%
- O=[N+]([O-])c1cc(O)c2ncccc2c1
    u	18µM*	3%	-28	6%	23%	30%	2%	5.6µM*
- CCCCOc1ccc(C(=O)NNC(=O)C2C3C=CC(C3)C2C(=O)O)cc1 (stereo not drawn)
    -1%	-17%	-7%	-8	0%	22%	71%[activator]	x	-11%
- C/C(=N\NC(=O)c1cccc(O)c1)c1ccc(NC(=O)Cc2ccccc2)cc1
    -2%	-4%	i	-2	21%	-4%	31%	12%	-7%
- O=C(O)CCNC(=O)/C(=C\C=C\c1ccccc1)NC(=O)c1ccccc1
    -7%	-6%	i	-1	0%	0%	7%	6%	-26%
- COC(=O)c1ccccc1NC(=O)CSc1nc(O)cc(=O)n1C1CCCC1
    37%[activator]	-19%	-9%	3	-8%	33%[activator]	1%	-3%	-4%
- Nn1c(-c2cccc([N+](=O)[O-])c2)nc2ccccc2c1=O
    2%	-9%	-2%	0	10%	-11%	15%	-1%	19%
- Cc1ncsc1C(=O)N1CCCC(C(=O)c2ccc3ccccc3c2)C1 (stereo not drawn)
    -3%	-6%	4%	3	-21%	0%	2%	x	-7%
- COc1ccc(NC(=O)CN2C(=O)COc3ccc(S(=O)(=O)N4CCCCC4)cc32)c(OC)c1
    -2%	-10%	-1%	-2	4%	11%	23%	18%[59 µM]	-10%
- CCOc1nc(-c2ccccc2)c2cc(Br)ccc2n1
    -5%	-8%	-1%	-1	-3%	2%	62%[activator]	-24%[2.33 µM]	1%
- CCOc1ccc(-n2cc(-c3ccccc3)c3c(N4CCN(c5ccccc5OC)CC4)ncnc32)cc1
    -7%	u	-3%	-5	0%	-10%	-29%	-9%[59 µM]	u
- N#C/C(=C\c1ccc(O)c(O)c1)C(=O)NCc1ccccc1
    -3%	u	-17%	-1&1	-3%	-20%	-20%	4.7µM*	13µM*
- COc1ccc(NC(=O)COc2ccc(C(=O)OCC(=O)N(C)C3CCS(=O)(=O)C3)cc2OC)cc1 (stereo not drawn)
    -4%	-16%	-2%	-1	-7%	-8%	15%	24%	x
- O=C(NCc1ccncc1)C(=O)NC1CC1
    -2%	-10%	i	3	2%	7%	28%	1%[59 µM]	-23%
- CCOC(=O)c1sc(=NC(=O)c2ccc(F)cc2)n(C)c1C
    -1%	-16%	0%	10	5%	3%	23%	80%[activator]	-18%
- COc1nc(NCCc2ccc(OC)c(OC)c2)nc(NC(C)(C)CO)n1
    1%	-10%	-2%	-1	2%	2%	17%	4%[59 µM]	11%
- COc1ccc(CNCC(O)COc2cccc3c2OC(C)(C)C3)cc1 (stereo not drawn)
    -1%	-15%	i	-2	3%	-5%	19%	6%	-7%
- COc1ccc(NCC(=O)Nc2cccc(C(F)(F)F)c2)cc1S(=O)(=O)N1CCOCC1
    1%	-27%	-6%	4	6%	4%	24%	x	x
- N#CCCCc1cc2cc(F)ccc2cn1
    4%	-4%	-1%	-3	-9%	-1%	40%[activator]	x	x
- CCOc1ccc(NC(=O)CSC2=Nc3ccccc3C3=NC(CC(=O)NCc4ccco4)C(=O)N23)cc1 (stereo not drawn)
    3%	-20%	-2%	1	0%	-11%	16%	-21%[59 µM]	-21%
- CC(=O)Nc1ccc2nc(CN3CCN(CC=C(C)C)C(CCO)C3)ccc2c1 (stereo not drawn)
    4%	-2%	-3%	-2	6%	0%	26%	u	-29%
- Cc1nn(CC(=O)NC2CC2)c(C)c1S(=O)(=O)NC(C)(C)C
    2%	8%	-7%	1	2%	-7%	20%	x	x
- Cc1onc(-c2ccccc2Cl)c1C(=O)Nc1cccc(-c2cn3cccnc3n2)c1
    -9%	-15%	-8%	7	8%	-1%	24%	-4%[12.7 µM]	6%
- CN(C(=O)CSc1nnc2ccccn12)C1CCS(=O)(=O)C1 (stereo not drawn)
    1%	-5%	0%	5	0%	3%	14%	-45%[59 µM]	5%
- CC(C)CN(C(=O)CN(C)C(=O)c1ccco1)c1c(N)n(CC(C)C)c(=O)[nH]c1=O
    0%	-1%	10%	-7	-4%	17%	19%	50µM*	15%
- CCOC(=O)CSc1nc(-c2ccc(Cl)cc2)cc(C(F)(F)F)c1C#N
    u	62%[activator]	9%	0	-12%	-9%	86%[activator]	27%[59 µM]	16%
- Cc1ccc(S(=O)(=O)NCCC(=O)OCC(=O)Nc2cccc(S(=O)(=O)NC3=NCCCCC3)c2)cc1
    -1%	-12%	-5%	2	13%	-13%	-14%	-51%	x

Other structures:
Each structure is followed by: Pin1 inh	JMJD2A Tudor	PGK inhibitor	PI4K2A inh	ERG Ets-DNA blk	GLS inhibitor	HP1b chromo inh	G9a block	BAZ2B block
- CCC(=O)N1c2ccccc2CC1C(=O)NCCN1CCN(c2cccc(C(F)(F)F)c2)CC1 (stereo not drawn)
    1%	-9%	-2%	6	1%	-1%	21%	6%[12.7 µM]	-21%
- CCCCn1c(N)c(N(CC(C)C)C(=O)c2cc(S(=O)(=O)N3CCOCC3)ccc2Cl)c(=O)[nH]c1=O
    -2%	-2%	i	1	-6%	-13%	33%	14%[2.33 µM]	8%
- Cc1c(O)ccc(C(=O)CN2CCN(Cc3ccc4c(c3)OCO4)CC2)c1O
    -7%	-21%	-5%	2	8%	-3%	17%	u	-11%
- CCOC(=O)c1cc(-c2nnc(SCC(=O)Nc3ccc(F)cc3)o2)c(C)nc1C
    0%	-21%	-2%	-5	1%	1%	u	u	1%
- CC(OC(=O)CCN=C1NS(=O)(=O)c2ccccc21)C(=O)Nc1ccc(S(N)(=O)=O)cc1 (stereo not drawn)
    -2%	-8%	0%	5	x	-2%	14%	14%[12.7 µM]	-1%
- CC(=O)Nc1cccc(C(=O)OCC(=O)NNC(=O)c2ccc([N+](=O)[O-])cc2)c1
    4%	-13%	-1%	-5	-4%	1%	33%	u	-6%
- Cc1cc(C(=O)NCCCN2CCN(c3cc(Cl)ccc3C)CC2)n(-c2ccccc2)n1
    -1%	-33%	-7%	-2	-7%	7%	4%	-5%	7%
- O=C(O)c1cccc(S(=O)(=O)Nc2ccc3[nH]c(=O)[nH]c3c2)c1
    -10%	-19%	-15%	0	5%	-18%	68%[activator]	7%[59 µM]	-32%
- Cc1ccccc1-c1cc(-c2ccccc2O)n[nH]1
    0%	-30%[11.4 µM]	-9%	3	8%	-5%	u	7%[12.7 µM]	5%
- CC(NC(=O)C(=O)NCCN1CCN(C(=O)c2ccccc2Br)CC1)c1ccccc1 (stereo not drawn)
    -3%	-1%	-12%	6	-8%	-3%	4%	-2%	-14%
- Cc1ccc(/C=N/N2CCN(Cc3cccc4ccccc34)CC2)s1
    -3%	-31%	-5%	-1	-18%	-3%	-20%	20%[0.501 µM]	-6%
- COc1ccc(N(CC(=O)NCc2cccc(OC)c2)S(=O)(=O)c2c(C)noc2C)cc1
    3%	0%	-1%	3	0%	-14%	23%	-3%[0.501 µM]	-7%
- O=C(/C=C/c1ccccc1)N1CCN(c2c(Cl)cccc2[N+](=O)[O-])CC1
    1%	u	0%	7	-11%	2%	1%	u	u
- COc1ccc(C(=O)NC(=O)COC(=O)CCS(=O)(=O)c2ccc(C)cc2)cc1
    6%	-7%	1%	0	-10%	1%	26%	-19%	-7%
- CCNc1nc(NC(C)CC)nc(Oc2ccc(=O)[nH]n2)n1 (stereo not drawn)
    -4%	-5%	x	-3	x	-3%	46%[activator]	6%	2%
